# Vif imaging: inhibitors of HIV Vif | HEK293T cells, Vif self-association by quenched fluorescence, imaging, 24 h | inhibition, % at 7.49 µM | 0.35% of 340,000 active; in the data active means inhibition above about 50%, passing the limit was not always enough; inconclusive means no clear call, values can overlap the other calls; inactive means below about 31%; further: some results filed as inactive read as strong as hits
# H9c2 protect: protects H9c2 cardiomyocytes from peroxide injury; protection from H2O2 cell death, % at 20 µM; AID 588492; H2O2 injury protection, ATPLite, 2 h; 0.63% of 360,000 active;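 active means compounds giving at least 50% protection of heart cells from peroxide-induced death in the single-dose screen, raw or plate-pattern-corrected value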;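 further: 0% = DMSO wells with peroxide and 100% = DMSO wells without peroxide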
# aDG glyco up: alpha-DG glycosylation activation. Pro5-aDG cells, alpha-DG glycosylation AlphaScreen (IIH6); 0% Pro5, 100% B10-LARGE cell signal. activation, % at 10 µM. 0.22% of 360,000 active;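 active means activation of at least 8% versus controls, or a plate z-score of at least 8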;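 further: Pro5 are CHO cells carrying HIG-tagged alpha-DG that lacks glycosylation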
# hiPSC survival: increases survival of single human iPS cells | 0.044% of 360,000 active | hiPSC single-cell survival, ATPlite luminescence; 100% = ROCK inhibitor wells, 0% = DMSO | survival enhancement, % at 20 µM | AID 602274; in the data active means survival enhancement above about 18%;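 further: cells exposed to compounds for 16 hours before the ATP read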
# Exocytosis inh: lytic granule exocytosis inhibition; inhibition, % at 10 µM; TALL-104 LAMP-1 surface exposure, flow cytometry; cells stimulated with thapsigargin and PMA; 0.66% of 360,000 active; AID 651702;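 active means inhibition above about 55%, limit read from the data; inconclusive means no clear call, values can overlap the other calls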
# ABCB6 inh MLPCN: human ABCB6 transporter inhibition | fluorescence ratio to DMSO, % at 10 µM | K562-ABCB6 porphyrin accumulation, flow cytometry, 1 h; stronger effect = lower value | Q9NP58 | AID 602162 | 0.19% of 360,000 active;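 active means fluorescence ratio to DMSO below 75%, the collection mean minus 3 SD; inconclusive means too few cells collected in the well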;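 further: signal is porphyrin accumulated inside mitochondria; 100% equals median channel fluorescence of DMSO control wells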
# Target sequence (Q9NP58 whole entry, looked up): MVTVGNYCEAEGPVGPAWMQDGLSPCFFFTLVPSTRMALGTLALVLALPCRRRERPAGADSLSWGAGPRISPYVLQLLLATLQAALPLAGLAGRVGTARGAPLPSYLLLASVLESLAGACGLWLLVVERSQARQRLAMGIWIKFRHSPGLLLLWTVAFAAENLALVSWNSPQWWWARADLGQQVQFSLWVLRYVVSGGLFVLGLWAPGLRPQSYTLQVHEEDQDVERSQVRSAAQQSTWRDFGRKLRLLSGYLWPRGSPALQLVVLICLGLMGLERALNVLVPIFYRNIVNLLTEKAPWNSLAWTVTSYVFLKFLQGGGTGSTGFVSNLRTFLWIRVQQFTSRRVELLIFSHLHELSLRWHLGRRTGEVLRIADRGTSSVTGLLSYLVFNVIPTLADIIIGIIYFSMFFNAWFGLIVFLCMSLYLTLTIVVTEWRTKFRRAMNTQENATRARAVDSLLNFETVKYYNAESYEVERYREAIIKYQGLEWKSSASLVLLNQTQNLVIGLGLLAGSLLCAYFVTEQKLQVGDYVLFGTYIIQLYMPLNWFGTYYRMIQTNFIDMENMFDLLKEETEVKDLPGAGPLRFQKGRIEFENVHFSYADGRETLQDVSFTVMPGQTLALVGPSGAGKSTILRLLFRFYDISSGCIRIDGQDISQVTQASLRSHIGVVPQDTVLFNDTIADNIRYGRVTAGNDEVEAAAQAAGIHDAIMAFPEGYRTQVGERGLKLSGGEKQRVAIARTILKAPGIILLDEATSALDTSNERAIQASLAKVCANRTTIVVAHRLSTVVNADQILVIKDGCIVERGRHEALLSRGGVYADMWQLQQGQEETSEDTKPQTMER
# CaV13 FRET inh: Disruptors of the CACNA1D IQ motif to Ca2+-dependent inactivation inhibitor domain association, primary screening, Förster resonance energy transfer in intact living …; 0.098% of 340,000 active; HEK cells, CFP/YFP FRET ICDI-IQ, plate reader, 10 min; percent FRET-ratio fall versus neutral wells; inhibition, % at 12.3 µM;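 active means mean replicate inhibition of at least 30% and at least 1% of replicates passing that level; inconclusive means only one of the two criteria is met; inactive means neither criterion is met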;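 further: 0% = median of the neutral control wells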
# PDI inh: inhibitors of human protein disulfide isomerase | 0.052% of 350,000 active | PDI insulin aggregation turbidity, A650, 90 min | AID 588391 | P07237 | inhibition, % at 10 µM;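 active means mean inhibition across replicates of 30% or more, whatever share of single replicates reach that level; inconclusive means mean inhibition below 30% while every single replicate reaches 30%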;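 further: absorbance from insulin aggregation driven by PDI reduction with DTT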
# Glyco luc inh: blocks N-linked glycosylation in D54 reporter cells | AID 588692 | reporter increase, % at 12.5 µM | 0.23% of 360,000 active | D54 ERlucT glycosylation luciferase reporter, 24 h; percent of 100 nM tunicamycin response;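 active means mean luciferase reporter signal, scaled so untreated is 0 and the glycosylation-blocking control 100, at or above a set limit in every replicate; inconclusive means mean reaches the limit but not every replicate does; inactive means mean below the limit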;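 further: luciferase carries N-glycosylation sites so blocking glycosylation raises the light; 0% = median of neutral control wells and 100% = median of 100 nM tunicamycin wells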
# m5-HT2A agonist: activates the mouse 5-HT2A serotonin receptor; P35363; activation, % at 7.6 µM; 0.66% of 360,000 active; CHO-K1 mHTR2A beta-arrestin complementation, luminescence; percent of 30 µM serotonin response; AID 624169;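 active means activation above a run cutoff, the mean activation of all tested compounds plus 3 SD, cut at about 14% in these data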;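 further: 0% = plate median of compound wells and 100% = 30 µM serotonin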
# An asterisk follows results filed as active; ? = inconclusive; . = not tested or not shown. The order is random; any-hit rate near 3.1%.
SMILES,Vif imaging,H9c2 protect,aDG glyco up,hiPSC survival,Exocytosis inh,ABCB6 inh MLPCN,CaV13 FRET inh,PDI inh,Glyco luc inh,m5-HT2A agonist
O=C(COc1ccc(Cl)cc1Cl)N/N=C1\CCCc2ccccc21,15,-19,0.7,1.3,3,97,-5,8,1,0
COCCCN1C2=C(C(=O)CC(C)(C)C2)C(c2ccc(OC)c(OC)c2)C2=C1CC(C)(C)CC2=O,-5,8,0.1,-0.5,11,95,-20,-2,0,9
COc1ccc(C(=O)N2CCC(n3c(C)nc4cc(F)ccc43)CC2)cc1OC,0,-6,0.1,0.7,-2,89,-5,8,0,1
Cc1cc(C)c2c(CN(C)Cc3ccccc3)cc(=O)oc2c1,.,-5,-0.2,-0.5,-1,96,-9,.,-9,-5
COc1ccc(N2CC(C(=O)N3CCN(c4ccccc4F)CC3)CC2=O)cc1 (configuration not stated),-8,-2,0.0,0.0,-6,92,-3,-1,3,-1
Clc1cccc(-c2csc(Nc3cccnc3)n2)c1,-4,0,-0.1,0.1,-16,95,-4,5,1,4
O=C(c1ccc(N2CCCCC2)c([N+](=O)[O-])c1)N1CCN(c2ccccn2)CC1,10,-5,0.0,1.3,-3,91,-4,-1,0,-1
CC(CN1CCN(C/C=C/c2ccccc2)CC1)c1ccccc1 (configuration not stated),-1,11,0.5,-0.1,42,98,-18,5,1,-8
Nc1ccc(C(=O)Nc2cccc(N)c2)cc1,-1,-4,0.2,-0.2,-2,94,-4,-10,0,13
Cc1ccc(C)c(-n2nnnc2SCC(=O)NCC2CCCO2)c1 (configuration not stated),0,-1,-0.2,0.5,-4,99,-2,0,-1,-1
CC(OC(=O)c1cc(S(=O)(=O)N2CCOCC2)ccc1F)C(=O)NCc1ccc2c(c1)OCO2 (configuration not stated),11,-11,2.0,2.0,4,98,-7,0,2,11
O=C1CCN(Cc2ccccc2)N1,5,1,0.2,-0.3,-6,175,-20,1,3,-2
CCOC(=O)CCSc1nc2c(c(C(F)(F)F)c1C#N)CCC2,-6,-10,0.0,3.5,-6,94,.,2,0,-1
CC(C)(C)c1ccc(CC(=O)N2CCC2(C)C(=O)Nc2cccc3cccnc23)cc1 (configuration not stated),-3,-6,0.2,-0.9,1,97,-6,11,1,-4
O=C(NNC(=O)C1CC1)c1cc(=O)[nH]c2ccccc12,18,10,-0.3,0.3,10,99,-10,10,0,5
CC(CC(=O)NCc1ccco1)S(=O)(=O)c1ccc2c(c1)CCN2C(=O)C1CC1 (configuration not stated),-4,-4,0.4,-0.4,0,109,-2,-10,3,5
COc1cc(NS(=O)(=O)c2ccc(Nc3nc(-c4cccc([N+](=O)[O-])c4)cs3)cc2)nc(OC)n1,-18,-3,-0.4,3.8,-1,106,-1,13,2,4
CCCC1=C(C(=O)OCC)C(c2ccc(F)cc2)n2ncnc2N1 (configuration not stated),-8,14,0.4,0.5,-1,98,.,-14,3,5
Cc1cc(C(=O)c2cccs2)c(N)s1,1,5,0.0,1.9,5,104,-7,-6,4,-2
Cc1cc2c(cc1S(=O)(=O)NCCc1ccc(Cl)cc1)OCC(=O)N2,.,-5,-0.5,0.5,0,99,-6,.,-1,-6
O=C(NCCCN1CCCC1=O)Nc1ccc(Cl)cc1,.,-2,-0.1,1.2,-3,100,-2,-4,0,3
CCOc1ccc(OCCCC(=O)O)cc1,-3,4,-0.4,-1.5,4,95,-5,6,1,0
CC1CCN(C(=O)c2ccc(NS(=O)(=O)c3cccc4cccnc34)cc2)CC1,-9,-6,-0.2,0.0,-3,98,-16,-6,-3,2
CCOc1ccc(-c2cc(C(=O)O)c3ccccc3n2)c(OCC)c1,-17,4,0.1,0.1,4,96,-6,-4,-7,-3
CCc1cc(=O)oc2c(C)c(O)c(CN3CCCCC3)cc12,-2,10,0.0,-2.8,-1,101,-3,3,0,22*
COc1ccc(NC(C)=[N+](C)CCNS(=O)(=O)c2ccc(Cl)cc2)cc1Cl,-1,4,0.2,-0.4,-1,92,.,-1,-3,-2
Cc1cc(S(=O)(=O)N2CCN(Cc3ccccc3)CC2)c(C)s1,-5,-15,-0.1,-2.6,0,102,-12,.,-4,-6
Cc1nc(SCc2cccc(Oc3ccccc3)c2)n[nH]1,-10,-21,0.0,-1.9,-3,97,-6,-3,1,0
Cn1cc(/C=C2/SC(=O)N(c3ccccc3)C2=O)c2ccccc21,-3,-3,-0.6,3.7,-4,95,-3,-1,0,0
CN1CCN(CCNC(=O)Cn2c(=O)c3cccn3c3ccc(F)cc32)CC1,7,0,-0.1,0.7,3,106,-2,-1,2,-5
COc1cc(-c2cc(=O)c3c(O)cc(O)cc3o2)cc(OC)c1OC,?,5,-0.4,-0.1,-3,104,.,.,-2,-2
CCOc1ccc(-n2c(N)c(C(=O)NCC3CCCO3)sc2=S)cc1 (configuration not stated),15,5,-0.3,4.0,-1,98,-4,-3,-2,-1
COc1cccc(C(C(=O)NC2CCCCC2)N(C(=O)c2ccccn2)c2cccnc2)c1 (configuration not stated),-2,-3,0.0,-2.8,-1,99,-3,8,0,1
O=C(Cc1cccs1)N1CCC(c2nc3c(nnn3Cc3ccccc3)c(=O)[nH]2)CC1,13,9,0.1,0.0,5,99,-5,-4,4,4
Oc1[nH]c2ccccc2c1N=Nc1ccccc1F,-11,-8,-0.3,2.3,-4,88,-47,7,-2,0
CCN(CC)C(=O)Cn1cc(S(=O)(=O)CC(=O)Nc2ccc(OC)c(OC)c2)c2ccccc21,7,5,-0.4,0.3,2,100,-3,3,2,0
Cn1ccc(C(=O)Nc2sc3c(c2C#N)CCC3)n1,-1,-5,-0.1,-0.4,-4,97,-4,-8,2,-6
CN(Cc1ccccc1)C(=O)c1ccc(NC(=O)Cc2cccc(NC(=O)C3CCN(C(=O)C4CCCCC4)CC3)c2)cc1,-7,-13,0.7,-0.5,-1,83,-5,-6,-1,-5
CC(C)CC1NC(=O)N(Cc2nc3ccccc3s2)C1=O (configuration not stated),-10,-4,0.1,-0.6,6,99,-4,1,0,-2
CCOC(=O)C(Cc1ccccc1)NC(=O)Cn1nnc(-c2ccc(SC)cc2)n1 (configuration not stated),-3,-15,0.0,7.0,21,86,-4,8,1,1
Cc1nc2ccc(C(=O)N3CCSCC3)cc2s1,8,15,0.3,-3.2,-2,101,-2,-4,-3,0
CCN(CC)c1ccc(NC(=O)c2ccco2)c(C)c1,-5,3,-0.2,-1.3,-1,102,-8,1,1,5
O=C(CCC(=O)c1ccc(F)cc1)Nc1cc(Cl)cc(Cl)c1,-6,-3,-0.1,2.0,0,97,.,-5,-1,0
CCN1/C(=C2/SC(=S)N(NC(C)=O)C2=O)Sc2ccccc21,5,0,0.2,-0.2,-13,105,-31,7,-2,-4
CC(Oc1ccccc1)C(=O)N1CCN(C(=O)C(C)Oc2ccccc2)CC1 (configuration not stated),4,1,0.1,1.2,1,101,.,-2,4,8
COc1cccc(-c2nc(CSCC(=O)NCC3CCCO3)c(C)o2)c1 (configuration not stated),-4,2,0.0,0.5,-10,102,-4,1,1,-4
Cc1ccc(NC(=S)NC(=O)/C=C/c2ccc(Cl)cc2)cc1,-2,-1,0.1,2.3,-6,102,-3,-2,-1,5
CCc1c(C)nc2cc(-c3ccc(OC)cc3)[nH]n2c1=O,6,-7,-0.1,-0.9,-2,98,-2,-5,-1,2
CCOc1ccc(-n2c(O)c(/C=N/NC(=O)C3COc4ccccc4O3)c3ccccc3c2=O)cc1 (configuration not stated),0,56*,0.0,0.6,-1,96,-14,-5,1,-1
O=C1C2C3C=CC(C3)C2C(=O)N1c1nccs1 (configuration not stated),-9,3,-0.1,11,0,98,-4,-5,2,-3

# Further entries
SMILES,Vif imaging,H9c2 protect,aDG glyco up,hiPSC survival,Exocytosis inh,ABCB6 inh MLPCN,CaV13 FRET inh,PDI inh,Glyco luc inh,m5-HT2A agonist
O=C(CCc1ccc(S(=O)(=O)N2CCOCC2)cc1)Nc1ccccc1F,?,-2,0.1,-0.3,1,97,-2,7,3,-1
CCCCNC(=O)CCCn1c(=O)c2ccccc2n(CC(=O)NCCC2=CCCCC2)c1=O,-13,-8,0.1,-0.9,2,92,1,-8,-2,-2
COCCN(C(=O)COC(=O)CCCOc1ccccc1)c1c(N)n(Cc2ccccc2)c(=O)[nH]c1=O,0,0,0.3,0.3,-7,99,-7,6,0,4
CCc1nn(CC(=O)NCCCN(Cc2ccccc2)C(C)C)c(=O)c2cc3sccc3n12,-5,16,0.4,-1.7,-6,99,-5,-11,-1,0
CC(C)c1[nH]nc2c1C(C(C)C)C(C#N)=C(N)O2 (configuration not stated),29,10,-0.2,1.2,0,102,-5,5,1,-3
O=C(CS(=O)(=O)c1cn(CC(=O)N2CCOCC2)c2ccccc12)NCc1ccc(F)cc1,-8,7,-0.4,-0.4,1,104,-6,9,1,3
O=C(NCc1ccccc1)C1c2ccccc2Oc2ccccc21,-1,3,0.0,-1.3,2,84,2,-16,-4,1
Cc1c(NS(=O)(=O)c2cc(C(=O)Nc3ccc(F)cc3Cl)ccc2Cl)c(=O)n(-c2ccccc2)n1C,1,2,0.0,-1.6,-1,96,-5,-6,2,-3

# Rewritten with tabs: entries from further up.
Compound	Vif imaging	H9c2 protect	aDG glyco up	hiPSC survival	Exocytosis inh	ABCB6 inh MLPCN	CaV13 FRET inh	PDI inh	Glyco luc inh	m5-HT2A agonist
CCOc1ccc(-n2c(O)c(/C=N/NC(=O)C3COc4ccccc4O3)c3ccccc3c2=O)cc1 (configuration not stated)	0	56*	0.0	0.6	-1	96	-14	-5	1	-1
O=C1C2C3C=CC(C3)C2C(=O)N1c1nccs1 (configuration not stated)	-9	3	-0.1	11	0	98	-4	-5	2	-3
O=C(CCc1ccc(S(=O)(=O)N2CCOCC2)cc1)Nc1ccccc1F	?	-2	0.1	-0.3	1	97	-2	7	3	-1
CCCCNC(=O)CCCn1c(=O)c2ccccc2n(CC(=O)NCCC2=CCCCC2)c1=O	-13	-8	0.1	-0.9	2	92	1	-8	-2	-2
COCCN(C(=O)COC(=O)CCCOc1ccccc1)c1c(N)n(Cc2ccccc2)c(=O)[nH]c1=O	0	0	0.3	0.3	-7	99	-7	6	0	4
CCc1nn(CC(=O)NCCCN(Cc2ccccc2)C(C)C)c(=O)c2cc3sccc3n12	-5	16	0.4	-1.7	-6	99	-5	-11	-1	0
CC(C)c1[nH]nc2c1C(C(C)C)C(C#N)=C(N)O2 (configuration not stated)	29	10	-0.2	1.2	0	102	-5	5	1	-3
O=C(CS(=O)(=O)c1cn(CC(=O)N2CCOCC2)c2ccccc12)NCc1ccc(F)cc1	-8	7	-0.4	-0.4	1	104	-6	9	1	3
O=C(NCc1ccccc1)C1c2ccccc2Oc2ccccc21	-1	3	0.0	-1.3	2	84	2	-16	-4	1
Cc1c(NS(=O)(=O)c2cc(C(=O)Nc3ccc(F)cc3Cl)ccc2Cl)c(=O)n(-c2ccccc2)n1C	1	2	0.0	-1.6	-1	96	-5	-6	2	-3

# Screening data: PubChem BioAssay, several laboratories
